High-throughput results: PubChem, several laboratories
PDI inh – PDI (human) enzyme inhibition | P07237 | PDI insulin aggregation turbidity, A650, 90 min | inhibition, % at 10 µM | 0.052% of 350,000 active | AID 588391;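 active = mean inhibition across replicates of 30% or more, whatever share of single replicates reach that level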;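 also: absorbance from insulin aggregation driven by PDI reduction with DTT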
Target sequence (P07237 whole entry, looked up): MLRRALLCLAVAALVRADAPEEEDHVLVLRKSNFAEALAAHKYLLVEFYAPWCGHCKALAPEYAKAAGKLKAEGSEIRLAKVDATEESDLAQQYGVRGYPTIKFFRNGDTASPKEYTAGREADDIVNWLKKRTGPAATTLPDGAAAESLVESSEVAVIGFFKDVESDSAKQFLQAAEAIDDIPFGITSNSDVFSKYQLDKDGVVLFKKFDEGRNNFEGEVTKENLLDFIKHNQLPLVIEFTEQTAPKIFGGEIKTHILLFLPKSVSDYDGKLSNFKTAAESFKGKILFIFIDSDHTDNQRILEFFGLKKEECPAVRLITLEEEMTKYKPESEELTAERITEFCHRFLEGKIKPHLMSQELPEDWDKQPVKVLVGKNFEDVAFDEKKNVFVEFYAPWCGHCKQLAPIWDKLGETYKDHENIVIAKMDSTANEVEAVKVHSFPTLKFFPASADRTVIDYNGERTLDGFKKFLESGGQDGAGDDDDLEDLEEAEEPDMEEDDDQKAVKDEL
CaV13 FRET inh – Primary screen for inhibitors of IQ motif and Ca2+-dependent inactivation inhibitor domain binding in CACNA1D, Förster resonance energy transfer in living cells, …. HEK cells, CFP/YFP FRET ICDI-IQ, plate reader, 10 min; percent FRET-ratio fall versus neutral wells. inhibition, % at 12.3 µM. 0.098% of 340,000 active;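 active = mean replicate inhibition of at least 30% and at least 1% of replicates passing that level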;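 also: 0% = median of the neutral control wells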
Peg3 promoter – reduces Peg3 promoter-driven luciferase expression in HeLa; HeLa PEG-Prom luciferase reporter, luminescence, overnight; inhibition, % at 20 µM; 1.7% of 360,000 active; AID 588405;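 active = inhibition of at least 50% at 20 µM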
NR2E3 ag-1 – agonists of human nuclear receptor NR2E3 | AID 2300 | GST-NR2E3/biotin-RetCOR TR-FRET, 1536-well | inhibition of corepressor binding, % at 4.78 µM | 0.12% of 320,000 active | Q9Y5X4;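 active = percent inhibition above the cutoff of mean plus 3 SD of all tested compounds, set per screening campaign, cut at about 20% in these data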;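 also: 0% = DMSO wells and 100% = biotin wells as full block of FRET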
Target sequence (Q9Y5X4 whole entry, looked up): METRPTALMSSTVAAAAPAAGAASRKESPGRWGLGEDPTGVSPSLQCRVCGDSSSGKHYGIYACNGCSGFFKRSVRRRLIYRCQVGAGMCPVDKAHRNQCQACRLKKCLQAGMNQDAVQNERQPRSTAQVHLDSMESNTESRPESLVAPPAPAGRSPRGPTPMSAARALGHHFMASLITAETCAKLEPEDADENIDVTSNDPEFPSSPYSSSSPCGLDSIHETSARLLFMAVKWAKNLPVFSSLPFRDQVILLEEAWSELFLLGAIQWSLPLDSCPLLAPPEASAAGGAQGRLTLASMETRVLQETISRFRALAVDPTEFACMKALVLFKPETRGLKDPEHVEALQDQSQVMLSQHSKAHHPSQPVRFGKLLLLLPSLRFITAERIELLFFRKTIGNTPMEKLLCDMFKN
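System: GST-tagged NR2E3 plus biotinylated RetCOR corepressor; Amount: 1.35 nM GST-tagged NR2E3 final; Dosing: single nominal compound dose of 4.8 µM; Schedule: 5 h incubation at 4 °C; Technique: TR-FRET with europium anti-GST and streptavidin-D2, 340 nm excitation; Controls: biotin wells as high control, 0.6% DMSO wells as low control.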
Vif inh – inhibitors of HIV Vif | HEK293T cells, Vif self-association by quenched fluorescence, imaging, 24 h | 0.35% of 340,000 active | inhibition, % at 7.49 µM; in the data active = inhibition above about 50%, passing the limit was not always enough; also: some results filed as inactive read as strong as hits
MITF TRPM1 inh – MITF TRPM1 promoter inhibition in SK-MEL-5 cells; inhibition, % at 12.5 µM; AID 488899; 0.83% of 330,000 active; SK-MEL-5 TRPM1 promoter luciferase, 24 h;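 active = mean inhibition across replicates of 60% or more, whatever share of single replicates reaches that level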; also: values of inactives mirror those of a sister screen read the other way
KKLEB cytotox – reduces viability of KKLEB cystic fibrosis airway cells; activity change (cytotoxicity), % at 5 µM; KKLEB CF airway cells viability, ATPlite luminescence, overnight; hits give low values; cells stimulated with P. aeruginosa culture filtrate; AID 602141; 0.36% of 360,000 active;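 active = corrected activity change at or below -50% at 5 µM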
HIF-2a block – inhibitors of HIF-2a; 786-0 RCC cells HIF-2a reporter, luciferase luminescence, overnight; inhibition, % at 18.8 µM; 0.72% of 360,000 active;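 active = inhibition of the luminescence signal of 40% or more relative to plate controls, in a single-dose primary screen at 18.75 µM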
CF NFkB block – cystic fibrosis NF-kB activation inhibition; AID 588850; inhibition, % at 5 µM; KKLEB NF-kB-GFP reporter, PAF-induced, GFP fluorescence overnight; 0.86% of 360,000 active;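 active = at least 50% inhibition at 5 µM, scaled per plate between neutral and stimulator controls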;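 also: PAF is a Pseudomonas aeruginosa culture filtrate used as stimulus; plate controls were PAF-stimulated DMSO wells for no effect and unstimulated DMSO wells for full effect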
NR2E3 ag-2 – activates human NR2E3 receptor; Q9Y5X4; CHO-S Gal4-NCOR/VP16-NR2E3 two-hybrid, luciferase; inhibition of corepressor binding, % at 3.98 µM; 0.35% of 360,000 active; AID 602229;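 active = inhibition above the mean of all tested compounds plus 3 SD, cut at about 70% in these data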;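 also: 0% = DMSO with NR2E3 transfected cells and 100% = cells lacking NR2E3 construct; higher means lower luciferase signal from less NR2E3 corepressor binding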
Shn3 3UTR inh – reduces Shn3 3'UTR luciferase signal in osteoblasts | Clone20 osteoblast Shn3 3'UTR firefly luciferase, 24 h | inhibition, % at 12.5 µM | 0.52% of 360,000 active;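 active = mean inhibition of at least 75% with every replicate also reaching 75%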;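 also: 0% = median of neutral control wells and 100% = pilot-screen positive control compound; some compounds past the cut are filed as inactive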
Active calls of the source: *; . = no result given.

Order of results – PDI inh	CaV13 FRET inh	Peg3 promoter	NR2E3 ag-1	Vif inh	MITF TRPM1 inh	KKLEB cytotox	HIF-2a block	CF NFkB block	NR2E3 ag-2	Shn3 3UTR inh
1	CCn1nccc1C(=O)Nc1ccc(C(=O)OC(C)C)cc1
    12	-3	-151	0	-3	-52	3	-210	-7	-45	-84
2	CC(C)(C)c1cc(NCCCn2ccnc2)n2ncc(-c3ccccc3)c2n1
    -5	-17	-120	3	2	-119	1	-270	8	-127	.
3	O=C1N/C(=C/c2cccs2)C(=O)N1Cc1ccc(F)cc1
    -4	-7	-6	1	-5	-1	-4	2	8	15	-3
4	CCOc1ccc(NC(=O)[C@@H](NC(=O)c2ccccc2)[C@@H](C)CC)cc1
    -6	-5	5	1	-9	-4	-4	10	5	-12	-16
5	Cc1ccc(NC(=O)C2CC(=O)NC(N3CCc4ccccc43)=N2)cc1 (configuration not stated)
    3	-4	4	1	-3	6	-11	2	-16	1	2
6	CCCCOc1ccccc1NC(=O)Cn1c(-c2nonc2N)nc2ccccc21
    15	-5	50	4	.	51	-23	9	27	-119	27
7	COc1ccc(NC2=C(Cl)C(=O)N(CCc3ccccc3)C2=O)c(OC)c1
    8	-6	-146	0	-5	-20	-13	-197	-1	19	-3
8	Nc1nc2n(n1)C(=O)CC(c1ccc(Cl)cc1)N2 (configuration not stated)
    1	-5	4	2	6	3	-2	2	6	-22	-5
9	O=C1NC(=S)NC(=O)C1Nc1ccc(Cl)cc1
    15	-15	-13	.	1	0	18	-24	6	21	-7
10	Cc1cc(C(F)(F)F)n(-c2nc(C(=O)O)cs2)n1
    0	-18	4	0	.	-4	8	14	-3	-13	-11
11	COc1ccc(N(CC(=O)NCCSCc2ccco2)S(=O)(=O)c2ccccc2)cc1OC
    8	-8	19	-1	-5	8	-8	-6	18	-11	11
12	Cc1nnc(NC(=O)CSc2nccn2-c2cccc(C)c2C)s1
    .	-6	20	2	-4	12	-16	7	20	1	16
13	Cc1c(NC(=O)CSc2ccccn2)c(=O)n(-c2ccccc2)n1C
    -3	0	-14	-1	5	7	5	10	-12	-8	-1
14	CNc1nc(NCCCN2CCCC2=O)c2sccc2n1
    12	-7	1	.	.	.	-7	0	6	-43	-6
15	CCOC(=O)c1cnc2c(cnn2C)c1NCc1ccc(OC)cc1
    -1	-2	3	-82	-8	-9	-8	17	18	-9	3
16	Cc1cccc2sc(NC(=O)CN3C(=O)c4ccccc4C3=O)nc12
    -3	-4	10	3	-5	2	-4	20	8	14	8
17	COc1ccc(CCNC(=O)C2CCC(CNS(=O)(=O)c3ccc(F)cc3)CC2)cc1OC (configuration not stated)
    -3	-5	8	-2	-7	5	-8	1	14	-11	18
18	O=c1c2ccccc2nc(SCc2cc([N+](=O)[O-])cc3c2OCOC3)n1-c1ccccc1
    -6	-2	3	-3	-1	-5	5	6	-8	-7	19
19	CCn1c(=O)c(C(=O)NCc2ccc(Cl)cc2)c(O)c2ccccc21
    -2	-5	19	.	1	2	-20	29	14	-30	23
20	CCO[C@@H]1OC(C(=O)NC2CC2)=C[C@H](C(C)(C)C)[C@H]1CCCO
    -1	-6	10	4	12	1	-17	3	-5	-15	-2
21	Cc1ccccc1OCC(=O)NNC(=O)Cn1[nH]c(=O)c2ccccc2c1=O
    7	-6	5	.	16	2	-9	5	11	-17	-15
22	COc1ccc(-c2nc3ccc(Cl)cn3c2Cc2ccsc2)cc1OC
    .	-5	-29	.	.	.	-12	-72	-8	-16	7
23	CN(Cc1ccccc1)C(=O)COC(=O)/C=C/c1ccc2c(c1)OCO2
    1	-3	-40	.	19	-36	14	2	-3	4	-13
24	Cc1ccc(-c2nc3c(cnn3-c3ccccc3)c(=O)o2)cc1
    -9	-7	13	2	1	10	12	-16	-13	7	9
25	O=C/C(=C\Nc1ccccn1)c1nc2cc(Cl)ccc2o1
    -5	-8	-44	4	61*	7	1	-102	-39	-19	-2
26	Cc1cc(C)n(-c2ccc(C(=O)OC(C)C)cc2)n1
    -1	-8	-24	1	-3	-3	-4	-121	1	7	3
27	CCOc1ccc(S(=O)(=O)Nc2ccc(C(=O)N/N=C(\C)c3ccc(-n4ccnc4)cc3)cc2)cc1
    -2	-7	39	3	-1	2	-15	7	-4	-28	-7
28	Cc1ccc(N(C(=O)c2ccncc2)C2C=CS(=O)(=O)C2)cc1 (configuration not stated)
    -4	28	2	1	10	-3	9	10	13	-35	-12
29	O=C(COC(=O)Cn1cc(C(F)(F)F)ccc1=O)NCc1ccccc1
    11	-4	20	.	-1	5	3	10	-5	-1	-10
30	CCC(=O)Nc1nc2ccccc2n1Cc1ccc(Cl)cc1
    9	-6	35	1	-4	-4	5	19	14	-13	17

Structural class: the compounds so far with a thiophene ring, fused or not.
Order of results – PDI inh	CaV13 FRET inh	Peg3 promoter	NR2E3 ag-1	Vif inh	MITF TRPM1 inh	KKLEB cytotox	HIF-2a block	CF NFkB block	NR2E3 ag-2	Shn3 3UTR inh
3	O=C1N/C(=C/c2cccs2)C(=O)N1Cc1ccc(F)cc1
    -4	-7	-6	1	-5	-1	-4	2	8	15	-3
14	CNc1nc(NCCCN2CCCC2=O)c2sccc2n1
    12	-7	1	.	.	.	-7	0	6	-43	-6
22	COc1ccc(-c2nc3ccc(Cl)cn3c2Cc2ccsc2)cc1OC
    .	-5	-29	.	.	.	-12	-72	-8	-16	7

The listing continues:
Order of results – PDI inh	CaV13 FRET inh	Peg3 promoter	NR2E3 ag-1	Vif inh	MITF TRPM1 inh	KKLEB cytotox	HIF-2a block	CF NFkB block	NR2E3 ag-2	Shn3 3UTR inh
31	CCOc1ccc(-c2cncc3nccn23)cc1
    -18	-10	5	.	-3	.	1	-12	7	4	-16
32	CCOc1ccccc1N1CCN(C(=S)NCc2ccccc2)CC1
    -6	-4	-9	4	22	5	5	22	-7	6	-19
33	CNS(=O)(=O)c1ccc2ccccc2c1
    10	-2	10	-2	2	2	3	20	8	4	-5
34	CN1OC[C@@H]2CN(Cc3cc(Cl)cc(Cl)c3)[C@H](c3cccc(-c4ccc(C#N)cc4)c3)C[C@@H]21
    -7	-6	13	.	.	.	-22	0	7	15	31
35	COC(=O)c1sccc1-n1cccc1C(=O)C(=O)N1CCOCC1
    5	5	20	0	0	5	6	13	-7	-55	-13
36	O=C(Nc1ccccc1-c1nc2ccccc2s1)c1cccnc1
    -2	-2	12	3	.	-7	-3	21	-64	9	5
37	CSc1cccc(N2CC(C(=O)N3CCN(S(=O)(=O)c4ccccc4Cl)CC3)CC2=O)c1 (configuration not stated)
    4	-7	13	.	-17	15	-7	22	2	24	22
38	COc1ccc(CCCC(=O)N/N=C/c2ccc(C)cc2)cc1
    7	-3	3	2	7	-4	-12	-9	-18	7	13
39	Cn1c(SCC(=O)NCC2CCCO2)nnc1-c1ccc(Cl)cc1 (configuration not stated)
    6	-6	7	6	21	5	8	1	0	-16	-5
40	O=C(CN1CCOc2ccccc21)N1CCC(Cc2ccccc2)CC1
    .	-3	2	1	-1	5	14	1	-1	-3	-1
41	COc1ccc(C)cc1S(=O)(=O)N1CCN(C(=O)c2ncoc2-c2ccc(C)cc2)CC1
    -11	-3	-5	2	5	-5	7	13	1	-20	9
42	O=C1C2C3C=CC(C3)C2C(=O)N1CCN1CCN(S(=O)(=O)/C=C/c2ccccc2)CC1 (configuration not stated)
    6	-5	19	-1	2	-38	9	17	4	-1	5
43	CCCCCc1c(C)nc(Nc2ccccc2)[nH]c1=O
    -13	-6	-21	0	-8	-17	6	-45	4	-2	30
44	CSc1nccc(Oc2cccc(C#N)c2)n1
    7	-7	16	1	-7	2	8	13	6	-6	2
45	Cc1ccc2nc(SCC(=O)c3ccc4c(c3)OCO4)[nH]c2c1
    -6	.	-89	3	-6	4	2	-52	2	-18	-32
46	O=C(Nc1ccncc1)C1CCN(S(=O)(=O)c2cccs2)CC1
    -2	4	-19	1	10	15	5	10	13	-21	0
47	Cc1noc(C)c1CSCC(=O)N(CC(C)C)c1c(N)n(Cc2ccccc2)c(=O)[nH]c1=O
    -14	-4	-1	3	10	1	0	4	23	-12	-4
48	O=C(CCc1nnc(-c2ccsc2)o1)N1CCCCC1CCn1ccnc1 (configuration not stated)
    -4	-5	-8	3	9	-5	10	-5	-7	-19	8
49	Cc1cccc(C)c1N1C(=O)C(Cl)=C(N2CCCC2)C1=O
    17	-24	4	0	3	11	4	15	2	5	-1
50	O=C(O)CC1Sc2nc3ccccc3n2C1=O (configuration not stated)
    10	-6	12	3	-2	7	-3	23	-6	-13	1
51	O=C(NC1CCCCC1)c1ccc([N+](=O)[O-])cc1
    -4	-5	-94	.	23	-19	-10	-136	12	-43	-12
52	COc1ccc(-c2ccc3c(c2)S(=O)(=O)c2cccc(C(=O)N4CCN(c5ccccn5)CC4)c2C3=O)cc1OC
    -3	-3	4	.	1	.	3	-23	-1	-8	-16
53	CCOC(=O)N1CCC(Nc2c(NCCCN(C)Cc3ccccc3)c(=O)c2=O)CC1
    7	-6	10	4	-8	1	-5	4	3	5	-5

An excerpt from above in order of length of the SMILES, rising.
Order of results – PDI inh	CaV13 FRET inh	Peg3 promoter	NR2E3 ag-1	Vif inh	MITF TRPM1 inh	KKLEB cytotox	HIF-2a block	CF NFkB block	NR2E3 ag-2	Shn3 3UTR inh
31	CCOc1ccc(-c2cncc3nccn23)cc1
    -18	-10	5	.	-3	.	1	-12	7	4	-16
10	Cc1cc(C(F)(F)F)n(-c2nc(C(=O)O)cs2)n1
    0	-18	4	0	.	-4	8	14	-3	-13	-11
48	O=C(CCc1nnc(-c2ccsc2)o1)N1CCCCC1CCn1ccnc1 (configuration not stated)
    -4	-5	-8	3	9	-5	10	-5	-7	-19	8
52	COc1ccc(-c2ccc3c(c2)S(=O)(=O)c2cccc(C(=O)N4CCN(c5ccccn5)CC4)c2C3=O)cc1OC
    -3	-3	4	.	1	.	3	-23	-1	-8	-16
